Screens from PubChem BioAssay.
eLon inh = inhibitors of E. coli Lon protease; AID 602123; P0A9M0; inhibition, % at 7.94 µM; 360,000 compounds, 0.42% hits; purified E. coli Lon protease, fluorescence polarization; in the data active = inhibition above about 13%, passing the limit was not always enough;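 also: 0% = enzyme with probe and DMSO and 100% = no enzyme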
SKN-1 inh = blocks SKN-1 activity in C. elegans; C. elegans VP596 Pgst-4::GFP/RFP ratio, acrylamide-induced, 24 h; inhibition, % at 21.8 µM; 360,000 compounds, 0.49% hits; AID 624304;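 active = interference check ratio from 0.5 to 1.5 plus GFP to RFP signal ratio inhibition reaching or exceeding a fixed threshold, cut at about 30% in these data, passing the limit was not always enough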; also: some compounds called inactive have numbers as strong as hits
bovine MsrA act = bovine methionine sulfoxide reductase A activation | purified bovine MsrA, absorbance read-out | activation, % at 10.6 µM | 360,000 compounds, 0.3% hits | AID 602163; in the data active = activation above about 7.5%;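 also: 0% = vehicle and 100% = reference activator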
Rin1-Abl PPI inh = blocks binding of human Rin1 to Abl | inhibition, % at 7.35 µM | 360,000 compounds, 0.4% hits | P00519+Q13671 | AID 588664 | TR-FRET Rin1/Abl binding, biochemical; in the data active = inhibition above about 5%, passing the limit was not always enough
Neddylation inh = cullin neddylation inhibition; 360,000 compounds, 0.58% hits; calls only at 25 µM; P61081+Q13564; TR-FRET cullin neddylation, biochemical; in the data active = inhibition above about 36%
NRP1-CendR mod = modulators of CendR peptide binding to human neuropilin-1 | inhibition, % at 25 µM | FAM-RPARPAR peptide binding to NRP-1, fluorescence polarization | 360,000 compounds, 0.85% hits;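 active = inhibition or corrected inhibition above about 18%, plus a signal ratio from 0.5 to 1.5, limit read from the data, passing the limit was not always enough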; also: strong numbers were not always called active
Target sequence (O14786 whole entry, looked up): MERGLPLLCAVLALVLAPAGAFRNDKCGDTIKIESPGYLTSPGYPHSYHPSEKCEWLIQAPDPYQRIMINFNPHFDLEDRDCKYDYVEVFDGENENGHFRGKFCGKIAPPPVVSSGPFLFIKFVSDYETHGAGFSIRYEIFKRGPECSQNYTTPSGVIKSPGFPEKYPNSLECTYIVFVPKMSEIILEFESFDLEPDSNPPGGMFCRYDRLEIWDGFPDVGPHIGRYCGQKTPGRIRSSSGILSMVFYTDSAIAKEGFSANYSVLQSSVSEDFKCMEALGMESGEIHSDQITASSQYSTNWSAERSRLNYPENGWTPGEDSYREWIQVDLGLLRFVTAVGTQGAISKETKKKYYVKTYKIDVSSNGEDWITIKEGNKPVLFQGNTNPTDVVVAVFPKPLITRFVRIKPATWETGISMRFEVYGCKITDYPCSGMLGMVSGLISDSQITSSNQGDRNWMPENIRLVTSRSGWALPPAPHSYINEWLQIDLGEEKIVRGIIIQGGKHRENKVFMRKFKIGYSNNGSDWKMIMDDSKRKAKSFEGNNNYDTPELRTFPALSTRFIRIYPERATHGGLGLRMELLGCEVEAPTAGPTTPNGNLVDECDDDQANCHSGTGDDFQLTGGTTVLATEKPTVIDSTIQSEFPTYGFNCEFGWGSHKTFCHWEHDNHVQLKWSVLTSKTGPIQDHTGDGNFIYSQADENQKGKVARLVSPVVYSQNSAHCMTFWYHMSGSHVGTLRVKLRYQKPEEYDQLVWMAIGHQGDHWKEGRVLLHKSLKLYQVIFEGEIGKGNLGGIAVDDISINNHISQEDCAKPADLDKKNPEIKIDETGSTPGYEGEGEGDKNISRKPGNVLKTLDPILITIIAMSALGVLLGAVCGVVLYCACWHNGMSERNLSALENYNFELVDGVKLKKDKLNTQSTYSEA
FAS-TE inh = blocks the thioesterase domain of human fatty acid synthase. P49327. recombinant FAS-TE, OMFH fluorogenic substrate, fluorescence endpoint. inhibition, % at 15 µM. 360,000 compounds, 0.67% hits. AID 602261;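 active = compounds whose normalised, plate-corrected inhibition of enzyme fluorescence in the single-dose primary screen is 50% or more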;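 also: 0% = DMSO with enzyme and 100% = substrate without enzyme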
MT1-MMP act inh = MT1-MMP (human) activation inhibition | P50281 | HT1080 RFP-PRO-GFP cells, GFP/RFP ratio fluorescence, overnight; percent of plate control window, DMSO zero | GFP/RFP ratio change, % at 20 µM | 360,000 compounds, 0.061% hits | AID 651647;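 active = GFP/RFP ratio change of at least 30% with cell ATP level not reduced by more than half and red fluorescence within 50% of control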; also: strong numbers were not always called active
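system = RFP-PRO-GFP reporter HT1080 cells | dosing = 20 µM single dose, 1% DMSO | timing = overnight cell settling, then overnight compound exposure, 37 °C, 5% CO2 | read-out basis = GFP/RFP fluorescence ratio | controls = DMSO and RFP-L50D-GFP cell wells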
MLLE-PAM2 inh = blocks PAM2 peptide binding to the PABP1 MLLE domain; inhibition, % at 20 µM; P11940; AID 588489; 360,000 compounds, 0.36% hits; GST-MLLE / FITC-PAM2 fluorescence polarization; in the data active = inhibition above about 35%, passing the limit was not always enough;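 also: plate controls were DMSO wells with GST-MLLE for no effect and wells lacking GST-MLLE protein for full effect; some results filed as inactive read as strong as hits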
The depositor's hits bear a star; i = inactive; nt = no result given; + = active, no number.

SMILES	eLon inh	SKN-1 inh	bovine MsrA act	Rin1-Abl PPI inh	Neddylation inh	NRP1-CendR mod	FAS-TE inh	MT1-MMP act inh	MLLE-PAM2 inh
Cc1cc(NC(=O)CSc2ccc3nnc(-c4cccs4)n3n2)no1	-2	4	0	-5	i	-1	-2	-3	6
O=C1CCCN1CN(C(=O)c1ccc2c(c1)OCO2)c1ccc(F)cc1	1	14	-3	-5	i	14	-9	3	-4
O=C1c2ccccc2C(=O)N1CCc1nn[nH]n1	-5	10	-2	-2	i	-4	-10	-1	-10
CC(=O)Nc1ccc(CNc2nc(NC(C)C)nc3ccsc23)cc1	-7	26	-1	0	i	28*	-6	1	6
CC(C)NC(=O)CC1C(=O)N(Cc2ccccc2)C(C)c2nc3ccccc3n21 (configuration not stated)	-13	3	-5	-1	i	-4	-13	0	-6
CN(C)CCCNc1c2c(nc3cc(-c4cccc(F)c4)nn13)CCC2	-9	0	-3	-7	+	12	-3	-8	-14
C=CCc1ccc(OCCOc2ccc(/C=N/n3cnnc3)cc2OCC)c(OC)c1	6	-2	-15	-4	i	-4	-4	1	3
COc1ccc(/C=N/n2c(C)cc(C)cc2=O)cc1	-1	1	-1	1	i	2	0	-5	-3
CCOC(=O)C1=C(C)N(CCCC(=O)O)C(=O)NC1C(CC)CC (configuration not stated)	6	-14	0	3	i	2	-10	1	5
CC(C)C[C@H](NC(=O)[C@@H]1Cc2ccccc2CN1C(=O)OC(C)(C)C)C(=O)NCC1CCC(C(=O)O)CC1 (some centres not stated)	-7	-1	-2	-3	i	-7	-4	1	2
COc1cc(-c2nnc(SCC(=O)NC3CCS(=O)(=O)C3)o2)cc(OC)c1OC (configuration not stated)	2	-7	5	-3	i	1	-6	3	-8
CCCc1c(C)nc2scc(-c3ccc(Cl)cc3)n2c1=O	10	14	-1	5	i	-2	6	-4	-2
CC1=CC(C)(C)C(C(=O)O)C(C(=O)O)C1 (configuration not stated)	0	-2	-2	3	i	-7	-3	-1	-11
Cc1nc([N+](=O)[O-])cn1CC(O)c1ccc(-c2ccccc2)cc1 (configuration not stated)	-8	-7	-1	0	i	19	-2	3	-3
CCCCC(=O)Nc1cccc(-c2nc3ncccc3o2)c1C	-1	-1	-1	0	+	-5	-2	-6	16
CCC(C)N(C(=O)c1csnn1)C(C(=O)NC1CCCC1)c1ccc(F)cc1 (configuration not stated)	4	-3	-2	2	i	-7	0	1	8
O=C(C1=C[C@@H](c2ccc(C(F)(F)F)cc2)C[C@@H](OCc2ccc(CO)cc2)O1)N1CCN(Cc2ccc3c(c2)OCO3)CC1	-10	3	-1	1	i	-10	20	0	5
CCCc1cc(C(=O)Nc2sc3c(c2C#N)CCC3)no1	-5	6	-4	2	nt	-11	0	-13	22
Cc1ccc(Cl)c(NC(=O)COC(=O)c2ccccc2C(=O)c2ccc(Cl)c([N+](=O)[O-])c2)c1Cl	-5	7	-5	0	i	6	22	-27	-12
Cc1cc(C)c(C(=O)CSC2=NC(N)=C(C#N)C3(CCCCC3)C2C(N)=O)cc1C (configuration not stated)	-2	12	-4	-3	i	-1	0	-9	25
Cc1cnc2c(C(=O)O)cnn2c1	-4	-1	-3	3	i	10	-8	1	7
Cc1noc(C)c1C(=O)OCC(=O)c1cc(C)n(Cc2ccccc2Cl)c1C	-12	-14	2	-3	i	-12	-9	7	4
Cc1cc(C)c(S(=O)(=O)NCCOc2ccccc2)c(C)c1-n1cnnn1	-11	-7	-5	6	i	15	14	5	18
CCN(CC)CCCN(Cc1cc2cc3c(cc2[nH]c1=O)OCO3)C(=S)Nc1ccc(OC)cc1	6	-8	-14	4	i	14	0	-12	-119
O=C1CCNc2cc3ccccc3cc21	6	16	-11	0	nt	9	-9	14	24
Cc1ccc(NC(=S)NN2CCN(C)CC2)c(C)c1	6	0	3	-3	i	-11	-7	1	-2
CCOc1ccccc1C(=O)N[C@H](C(=O)OCc1cc(=O)oc2cc(C)ccc12)C(C)C	4	-3	-12	0	i	10	32	nt	-6
Cc1cc(C)cc(NS(=O)(=O)c2ccc(F)cc2)c1	-16	-5	-10	-4	i	1	1	12	-5
c1ccc2c(N3CCCCC3)nc(N3CCOCC3)nc2c1	1	6	-5	-3	nt	-3	2	3	-3
COc1ccccc1CNC(=O)COC(=O)/C=C/c1ccc2c(c1)OCO2	-9	18	-2	1	i	-15	0	4	-12
CCOc1ccc(NC(=O)CSc2nnc(C(C)C)n2CC)cc1	2	-1	-3	-3	i	2	-4	-1	3
COc1ccc(NC2CCCN(C(=O)c3cc(C)nc4cc(F)ccc34)C2)cc1 (configuration not stated)	-7	3	-5	-1	i	-10	-7	1	-17
CC(C)(C)NC(=O)CCN(/N=C/c1ccccc1O)C1=NS(=O)(=O)c2ccccc21	7	2	-1	2	i	3	0	0	7
CCN(CC)S(=O)(=O)c1cc(C(=O)OCC(=O)Nc2cccc(Br)c2)ccc1F	3	1	-4	1	i	0	30	1	8
Cc1cccc(NC(=S)NC(=O)c2ccc(Br)o2)c1	-4	-5	-6	3	i	-14	9	-7	14
O=C(NCCO)C(=O)c1c(-c2ccc(Cl)cc2)cc2ccccn12	-8	-2	-4	-3	i	-7	-3	-4	-8
CCCCOc1cccc(OCCCC)c1C(=O)Nc1cc(C)on1	-1	-5	4	-2	i	-6	14	-4	-4
CN(C)NC(=S)NC(=O)C12CC3CC(CC(C3)C1)C2	-3	-10	-3	6	i	4	-10	1	4
COc1cc(CN2C(=O)C(Cc3ccccc3)ON=C2c2ncccc2C)cc(OC)c1 (configuration not stated)	-2	12	0	-2	i	-4	23	0	9
O=C(CSc1nnc(Cc2cc(=O)[nH]c(=O)[nH]2)n1-c1ccc(F)cc1)NC1CCCC1	16*	-2	-1	0	i	6	0	1	21
CCN(CC(=O)NCc1cccs1)C(=O)/C=C/c1cc(OC)c(OC)c(OC)c1	6	9	-2	0	+	5	-8	0	10
CCCn1cc(SCC(=O)Nc2ccc3c(c2)OCO3)c2ccccc21	-6	-12	1	1	i	4	17	-4	13
CCOc1ccc(C(=O)NCC(C)NC(=O)c2ccc(OCC)cc2)cc1 (configuration not stated)	2	8	-4	0	i	-5	-5	-6	-2
COc1cccc(OC(=O)CSc2nnc(-c3ccccc3Br)o2)c1	-8	-19	5	-6	i	5	1	1	-68
O=S(=O)(c1ccc2c(c1)OCCO2)N1CCN(S(=O)(=O)c2ccccn2)CC1	-2	6	-1	2	i	20	-8	3	-1
Cc1cc2oc(=O)cc(C)c2cc1NC(=O)CCC(=O)O	0	-3	-12	-2	nt	14	-10	6	4
CCc1ccc(OCC(=O)Nc2cccc3nsnc23)cc1	-2	-12	-8	-1	nt	0	35	-1	-20
CC(=O)Nc1cccc(C(=O)NNC(=O)c2ccc(NS(=O)(=O)c3cccs3)cc2)c1	0	9	-3	0	i	-12	-6	1	8
Cc1ccc(NC(=O)CNc2ccc(Cl)c(Cl)c2)cc1S(=O)(=O)N(C)C	4	-6	-4	-1	i	-10	35	-5	-1
O=C(CN(Cc1cccs1)C(=O)CNC(=O)c1ccco1)NC1CCCCC1	6	-14	-3	-1	i	1	-2	-6	-4
CSc1sc(C(=O)NC(=O)NCc2cccnc2)c(C)c1-c1ccon1	5	3	-3	1	i	3	13	1	-1
CCCCN(C)C(=O)C(Cc1ccccc1)NS(=O)(=O)c1ccc2c(c1)c(=O)n(C)c(=O)n2C (configuration not stated)	-3	-16	0	-2	i	-6	4	3	-1
CCOC(=O)c1[nH]c(CSc2nnc(-c3ccncc3)n2CCOC)c(C(=O)OCC)c1C	-19	-10	-7	-2	i	-10	-10	-3	-23
O=C(O)CNC(=O)C1COc2ccccc2O1 (configuration not stated)	4	22	-5	-7	i	2	-6	1	1
Cc1ccccc1-n1ncc2c([N+](=O)[O-])cc([N+](=O)[O-])cc21	-3	-1	1	-5	i	0	16	-5	-19
C=C(C)Cn1c(N2CCCC2)nc2c1c(=O)[nH]c(=O)n2C	-2	0	-2	3	i	-7	-3	-2	18
CCN(CC)c1nc2c(c(=O)n(C)c(=O)n2C)n1CCCc1ccccc1	-3	8	0	6	i	6	3	1	-4
Cc1c(NC(=O)Nc2ccc(F)cc2)c(=O)n(-c2ccccc2)n1C	1	6	-5	-2	i	4	-2	1	6
c1ccc(Cc2nn3c(-c4ccncc4)nnc3s2)cc1	-2	13	-4	-1	i	3	-7	-5	38*
Cc1ccc(C(=O)N/C(=C/c2cccnc2)C(=O)N2CCCCCC2)cc1	-5	-5	-2	4	i	14	-5	-1	-9

Four compounds already listed, ordered by formula weight, largest number first.
SMILES	eLon inh	SKN-1 inh	bovine MsrA act	Rin1-Abl PPI inh	Neddylation inh	NRP1-CendR mod	FAS-TE inh	MT1-MMP act inh	MLLE-PAM2 inh
CCN(CC(=O)NCc1cccs1)C(=O)/C=C/c1cc(OC)c(OC)c(OC)c1	6	9	-2	0	+	5	-8	0	10
CCOc1ccc(C(=O)NCC(C)NC(=O)c2ccc(OCC)cc2)cc1 (configuration not stated)	2	8	-4	0	i	-5	-5	-6	-2
Cc1c(NC(=O)Nc2ccc(F)cc2)c(=O)n(-c2ccccc2)n1C	1	6	-5	-2	i	4	-2	1	6
c1ccc(Cc2nn3c(-c4ccncc4)nnc3s2)cc1	-2	13	-4	-1	i	3	-7	-5	38*

The results go on:
SMILES	eLon inh	SKN-1 inh	bovine MsrA act	Rin1-Abl PPI inh	Neddylation inh	NRP1-CendR mod	FAS-TE inh	MT1-MMP act inh	MLLE-PAM2 inh
CCCCC(=O)N(C)c1c(C)nc2ccc(C(=O)N(C)CCN(C)C)cn12	-2	-5	-1	0	i	-1	-9	0	-6
Cc1csc(NC(=O)c2ccc(C)c([N+](=O)[O-])c2)n1	-2	27	5	1	i	-8	-4	-3	-2
Cc1ccc(NS(=O)(=O)c2c(C)noc2C)cc1	2	7	3	1	i	7	-6	3	-1
O=C1CSC(c2ccccn2)N1c1ccc(F)cc1F (configuration not stated)	-4	0	-3	0	i	-9	-4	1	-7
Cc1ccccc1CNC(=O)CCNS(=O)(=O)c1ccc(OC(F)(F)F)cc1	1	10	0	-2	i	2	0	2	4
Cc1nc(SCCCSc2n[nH]c(C)n2)n[nH]1	5	10	3	-3	i	15	-6	3	-7
CC(C)(C)SCCNC(=O)c1ccccc1	3	-21	-17	-1	i	-2	-3	5	7
O=C(c1ccc(Cl)c(S(=O)(=O)N2CCCCC2)c1)N1CCN(c2ccccc2)CC1	2	8	-3	0	i	-4	17	-1	4
CC(C)C[C@H]1CN(CCCC[C@H]2CNC(=O)C(=O)N2CCC2CCCCC2)C(=O)C(=O)N1CCc1ccccc1	-9	0	-1	nt	i	6	10	6	nt
O=C(Cc1cccc(NC(=O)C2CCCN(C(=O)C3CCCC3)C2)c1)Nc1ccc(C(=O)N2CCOCC2)cc1 (configuration not stated)	-7	23	-3	-3	i	-1	-6	3	2
CCOC(=O)/C(C#N)=C\c1cc(C)n(-c2ccccc2)c1C	-2	4	-8	4	i	6	10	0	15
Cn1ncc(Cl)c1C(=O)NC(=S)Nc1sc2c(c1C#N)CCCCC2	-2	4	-13	-2	i	-11	-6	0	11
COCCn1c(SCc2ccc(Cl)cc2)nc2c1c(=O)[nH]c(=O)n2C	-1	-3	-4	1	i	-1	-1	1	1
CC1(C(=O)Nc2ccc3nc[nH]c3c2)CCN1C(=O)C1(c2ccccc2)CCCC1 (configuration not stated)	-4	4	-4	-2	i	-3	-7	-3	1
Cc1cccc(C(=O)N/N=C2\CS(=O)(=O)N(C)c3ccsc32)c1	0	-5	-3	0	i	5	-6	3	-6
CCCC(=O)Nc1cc(OC)c(C(=O)OC)cc1Cl	4	8	1	0	i	-8	-3	-5	-3
O=C(Nc1ccc(S(=O)(=O)Nc2ncccn2)cc1)c1ccccc1Br	15	-4	-3	1	i	-13	-4	-2	11
